# CCR6 antag: CCR6 receptor antagonists, primary screen, cell-based, CHO-K1, luminescence, beta-arrestin, uHTS; CHO-K1 CCR6 PathHunter beta-arrestin, CCL20-stimulated; AID 493098, 2011; C-C chemokine receptor type 6 (Homo sapiens), P51684; hit rate 0.49% among 340,000; inhibition, % at 20 µM;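 active = compounds whose inhibition of the agonist-driven luminescence signal at 20 µM reaches about 50%, limit read from the data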;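 also: cells stimulated with CCL20 at 14 nM final; plate controls were DMSO with CCL20 for no effect and DMSO without agonist for full effect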
# CHOP UPR activ: activators of apoptotic CHOP UPR arm, primary screen, cell-based, CHO-CHOP luciferase reporter, luminescence, uHTS; UPR activation; percent of tunicamycin response over DMSO baseline; activation, % at 10 µM; hit rate 0.34% among 330,000;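 active = at 10 µM dose, activation of 40% or more, normalized to positive control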;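 also: 100% = tunicamycin at 10 µg/mL and 0% = DMSO alone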
#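 Material: CHO-CHOP cells, stable luciferase reporter of PERK-eIF2a-CHOP signalling; quantity: 500 reporter cells seeded per well; buffer or medium: F12 medium containing 10% fetal bovine serum; compound: one dose, 10 µM in 0.5% DMSO; incubation: 6 h compound treatment, 37 °C; measured by: Steady-Glo luciferase luminescence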
# UPR XBP1 act: activators of adaptive XBP1 UPR arm, primary screen, cell-based, CHO-XBP1 luciferase reporter, luminescence, uHTS | IRE1-XBP1 UPR activation; percent of tunicamycin response, DMSO as zero | activation, % at 20 µM | hit rate 0.33% among 330,000 | AID 463104, 2010;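 active = versus positive control, 20 µM dose yields 30% or more activation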;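 also: 100% = tunicamycin at 10 µg/mL and 0% = DMSO only wells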
#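 Material: CHO-XBP1 cells stably carrying IRE1-XBP1-driven luciferase reporter / Amount: 1000 cells per well / Compound: 20 µM, 1% DMSO / Times: 6 h treatment, 37 °C / Detection: luciferase luminescence / Measure: % activation of reporter signal versus tunicamycin and DMSO controls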
# 697 NFkB inh: inhibitors of PMA/ionomycin-induced NF-kB reporter, 697 cells, primary screen, B-cell NF-kB inhibitor project, cell-based, luminescence, uHTS; 697 B-cell NF-kB luciferase reporter, 16 h; inhibition, % at 4 µM; hit rate 0.33% among 330,000; AID 435022, 2010; in the data active = inhibition above about 35%
# EBI2 block: EBI2 receptor antagonists, beta-arrestin recruitment, primary screen, cell-based, luminescence, 7a,25-OHC stimulation, uHTS; G-protein coupled receptor 183 (Homo sapiens), P32249; 7a,25-OHC stimulated; inhibition, % at 5 µM; hit rate 0.81% among 360,000; AID 651636, 2012; in the data active = inhibition above about 38%;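 also: enzyme fragment complementation signal reports receptor beta-arrestin coupling in cells; 0% = agonist plus DMSO wells and 100% = wells without agonist; some results beyond the cut were filed as inactive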
# Jurkat NFkB inh: inhibitors of induced NF-kB luciferase reporter, primary screen, TCR NF-kB activation inhibitor project, cell-based, luminescence, uHTS. Jurkat, PMA/ionomycin-induced NF-kB luciferase reporter. inhibition, % at 4 µM. hit rate 0.53% among 330,000. AID 435003, 2010; in the data active = inhibition above about 50%
# Gli-Sufu antag: Gli-Sufu pathway antagonists, primary screen, luciferase luminescence, Sufu-KO-LIGHT cells, uHTS | hit rate 0.74% among 340,000 | inhibition, % at 5 µM | Sufu-KO-LIGHT fibroblasts, Gli luciferase reporter luminescence;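 active = inhibition above about 55%, limit read from the data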;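 also: 0% = DMSO-treated cells and 100% = wells with medium but no cells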
# CXCR6 inh: CXCR6 receptor inhibitors, primary screen, cell-based, beta-arrestin, luminescence, CHO-K1 PathHunter, 1536-well. inhibition, % at 20 µM. hit rate 0.36% among 360,000; in the data active = inhibition above about 34%, passing the limit was not always enough;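 also: antagonist mode with CXCL16 agonist at 10 nM final; 0% = 10 nM CXCL16 with DMSO and 100% = unstimulated wells without agonist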
# Mdm2 MdmX PPI: inhibitors of human Mdm2-MdmX association, primary screen, cell-based, luminescence, split luciferase, SaOS-2, uHTS; Protein Mdm4 (Homo sapiens) + E3 ubiquitin-protein ligase Mdm2 (Homo sapiens), …; inhibition, % at 8 µM; SaOS-2 split-luciferase Mdm2/MdmX complementation; hit rate 3% among 330,000;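 active = inhibition of at least 50% at 8 µM in the primary screen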
# Target sequence (O15151 whole entry, looked up): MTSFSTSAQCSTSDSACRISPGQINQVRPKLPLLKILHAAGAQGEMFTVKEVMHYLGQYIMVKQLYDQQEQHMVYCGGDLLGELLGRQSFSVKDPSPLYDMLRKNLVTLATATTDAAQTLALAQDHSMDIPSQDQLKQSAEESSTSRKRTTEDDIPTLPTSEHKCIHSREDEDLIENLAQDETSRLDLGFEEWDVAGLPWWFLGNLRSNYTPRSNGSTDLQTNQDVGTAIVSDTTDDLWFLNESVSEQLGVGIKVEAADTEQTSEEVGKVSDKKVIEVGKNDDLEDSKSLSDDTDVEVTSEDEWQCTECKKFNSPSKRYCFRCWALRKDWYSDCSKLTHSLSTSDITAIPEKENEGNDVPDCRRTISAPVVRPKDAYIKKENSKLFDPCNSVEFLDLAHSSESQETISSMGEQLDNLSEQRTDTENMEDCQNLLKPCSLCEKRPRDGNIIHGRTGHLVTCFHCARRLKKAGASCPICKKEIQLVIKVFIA
# Target sequence (Q00987 whole entry, looked up): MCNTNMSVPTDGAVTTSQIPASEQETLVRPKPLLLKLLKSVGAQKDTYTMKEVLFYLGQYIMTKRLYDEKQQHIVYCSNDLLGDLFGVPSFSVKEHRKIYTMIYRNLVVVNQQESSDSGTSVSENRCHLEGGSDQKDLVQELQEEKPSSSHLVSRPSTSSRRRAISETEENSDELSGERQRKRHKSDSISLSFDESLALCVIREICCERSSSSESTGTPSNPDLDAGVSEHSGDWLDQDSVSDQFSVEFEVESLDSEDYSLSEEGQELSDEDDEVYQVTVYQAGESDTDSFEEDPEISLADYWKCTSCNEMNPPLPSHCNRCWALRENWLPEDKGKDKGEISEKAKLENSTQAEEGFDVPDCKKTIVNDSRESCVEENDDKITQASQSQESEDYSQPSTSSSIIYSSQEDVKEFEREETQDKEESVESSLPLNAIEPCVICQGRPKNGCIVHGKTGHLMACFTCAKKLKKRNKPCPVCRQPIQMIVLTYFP
# * = called active by the depositor; · = no result given.
Compound	Jurkat NFkB inh	EBI2 block	Gli-Sufu antag	CXCR6 inh	UPR XBP1 act	Mdm2 MdmX PPI	CHOP UPR activ	CCR6 antag	697 NFkB inh
O=C(CSc1nc(-c2ccccc2)cc(=O)[nH]1)N1CCOCC1	-9	-7	4	-4	0	-19	-1.3	-9	7
Cc1ccc(NC(=O)/C(=C\c2cccc([N+](=O)[O-])c2)NC(=O)c2cccs2)cc1	0	-4	2	14	-1	36	0.6	16	2
O=C(CCOc1cccc(Br)c1)Nc1ccc(F)c(S(=O)(=O)N2CCOCC2)c1	4	-2	15	-3	-3	20	-1.6	-1	-6
O=S(=O)(N/N=C\C=C\c1ccccc1)c1ccccc1	8	6	-10	7	-1	1	-0.4	12	20
COC1(OC)C(=N/O)/C(=N\O)CCC1O (stereo unspecified)	-13	1	2	-2	1	3	-0.2	4	3
O=C(NCC1CCCO1)C(c1cccs1)N(Cc1cccs1)C(=O)Cn1nnc(-c2cccs2)n1 (stereo unspecified)	-8	8	1	10	-3	9	-0.4	7	-1
S=c1[nH]nc(-c2ccccc2Cl)n1/N=C/C=C/c1ccco1	5	-6	-4	-4	-1	25	0.5	20	-8
COC(=O)c1c(NC(=O)CSc2ncnc3ccccc23)sc(C)c1C	2	16	-15	3	1	-4	-0.6	15	8
Cc1cc(C)n(/N=C/c2ccc(O)cc2)c(=O)c1C#N	-4	-1	-7	3	0	25	0.7	-3	7
O=C(c1ccco1)N1CCN(C(=O)c2cnn3c(C(F)(F)F)cc(-c4cccs4)nc23)CC1	19	-7	9	-1	-3	21	-0.1	-10	6
Cc1cccc(OCC2=NS(=O)(=O)c3ccccc3N2)c1	-5	-5	-35	-13	4	-39	2.8	4	-24
O=C(CCSc1ccccc1)NC1CCCC1	-6	4	9	4	6	-1	3.9	8	8
COc1ccc(-c2nc(NC(C)=O)sc2-c2ccccc2)cc1	-9	16	1	11	4	27	1.6	11	3
CN(C)c1ccc(C(CNS(=O)(=O)c2ccc(F)cc2)c2c[nH]c3ccccc23)cc1 (stereo unspecified)	-8	14	6	-2	-2	-3	-0.8	-5	-45
CN1CCc2c(sc(NC(=O)c3ccc(S(=O)(=O)N4CCOCC4)cc3)c2C(N)=O)C1	-6	3	7	9	-1	21	-1.8	21	15
CN(C1CCCCC1)S(=O)(=O)c1ccc(NC(=O)C2CCCCC2C(=O)O)cc1 (stereo unspecified)	-17	2	-1	-4	-2	14	-2.8	-8	0
O=C(CSc1n[nH]c(=O)n1C1CC1)c1c[nH]c2ccccc12	-8	-2	3	5	2	23	1.4	-3	-1
COc1cccc(NC(=S)N(CCN(C)C)C(C)c2cccnc2)c1 (stereo unspecified)	9	-12	48	-1	1	-17	1.4	-2	12
Cc1oc2c(C)c3oc(=O)c(CCC(=O)NCCCN4CCCC4=O)c(C)c3cc2c1C	11	3	-3	11	-1	8	0.7	-5	13
O=C(CSc1nnc2c(Cl)cc(C(F)(F)F)cn12)NCc1ccc(F)cc1	13	-6	2	-11	-1	9	1.5	7	0
CC(C)CN1CCNC(=O)C1CC(=O)NCCCN1CCCc2ccccc21 (stereo unspecified)	-4	-13	2	-6	-2	10	1.5	7	-7
O=C(CCCCn1c(=S)[nH]c2ccsc2c1=O)NCc1ccc2c(c1)OCO2	4	2	2	31	-1	-25	-0.5	43	28
COc1ccc(OC)c(NC(=O)CCN2CCC(C)CC2)c1	9	-2	7	-1	-2	16	1.2	-6	2
O=S(=O)(c1ccc(SCc2ccc(Br)cc2)nc1)N1CCOCC1	-8	19	13	5	-2	11	0.3	17	3
CCOc1ccccc1/C=c1\sc2nc(-c3ccco3)nn2c1=O	7	3	7	-1	0	23	-0.1	40	16
COc1ccc(C)cc1-n1nnnc1SCC(=O)N1CCC(C(=O)Nc2nccs2)CC1	-3	-6	-25	5	-1	5	-1.5	4	1
Cc1ccc(NC(=O)C2CCN(C(=O)[C@@H]3Cc4ccccc4CN3)CC2)cc1	-24	8	-20	3	-2	-6	0.2	9	-17
CC(=O)c1c(C)nc(C)nc1NC(=O)C(C)C	1	-3	-6	1	1	28	-0.8	-7	27
CC(=O)N1CCN(C(=S)c2ccc(N(C)C)cc2)CC1	-6	3	1	0	-3	8	1.1	11	7
Cc1ccc(S(=O)(=O)ON=C2CCN(S(=O)(=O)c3ccccc3)CC2)cc1	9	-3	9	-11	2	22	-0.3	6	6
Cc1nc(SCC(=O)Nc2cc(S(=O)(=O)N3CCOCC3)ccc2Cl)nc(C)c1C	-7	-3	-10	-1	0	4	2.6	9	0
COc1cc(C(=O)NCCc2ccc3c(c2)OCCO3)ccc1OCC(=O)N1CCOCC1	-10	-1	4	-3	3	7	-1.6	7	20
Cc1ccc(-c2nc3ncccc3n2O)cc1	-14	-11	3	-2	-4	7	3.6	-10	0
CCOC(=O)C1CCN(Cc2cc(C(C)C)c(O)c(C(C)C)c2)CC1	17	-3	16	5	6	19	2.6	1	14
O=C(COc1cccc(C(F)(F)F)c1)Nc1ccc(S(=O)(=O)N2CCCC2)cc1	-4	11	1	-8	1	22	1.9	3	-9
Cc1oc(-c2ccccc2)nc1CS(=O)CC(=O)NC1CCCC1 (stereo unspecified)	0	4	5	-2	-2	12	2.1	5	-3
C=CCNC(=O)NC(=O)COC(=O)/C(C#N)=C/c1cc(C)n(CCC(C)C)c1C	17	23	-2	3	4	7	-2.2	-4	6
CCOc1ccc(NC(=O)c2cccc(OC(=S)N3CCOCC3)c2)cc1	-12	-1	-4	7	-2	5	-0.5	22	9
Cn1c(COc2ccc(Cl)cc2)nnc1SCC(=O)NC1CCCCC1	15	14	0	-5	2	6	6.6	0	18
COc1ccc(CCNC(=O)CCCN2C(=O)c3ccccc3C2=O)cc1	7	3	-2	4	-1	2	-0.9	7	15
O=c1cc(CN2CCN(c3ccc(F)cc3)CC2)nc2sccn12	9	-2	-1	4	-5	19	-0.2	1	7
CCn1ccnc1[C@@H]1C[C@H]2CN(c3ccccc3OC)C(=O)[C@]23CCCN13	-6	3	-5	-2	1	6	-0.4	-2	16
O=C1OCC(c2ccccc2)=C1c1ccccc1[N+](=O)[O-]	3	1	3	13	-6	18	-0.4	15	19
COc1ccc(S(=O)(=O)Nc2cccc3c2O[C@H](CN(C)C(=O)NC2CCCCC2)[C@@H](C)CN([C@H](C)CO)C3=O)cc1	-11	-8	-9	5	-1	31	-1.1	-5	15
CC(C)(C)NS(=O)(=O)c1ccc(CCC(=O)N2CCCC2)cc1	1	-6	-6	-2	16	-24	0.4	7	10
CCC1Oc2ccc(C)cc2N(CC(=O)N(Cc2ccncc2)Cc2ccco2)C1=O (stereo unspecified)	-19	-4	-15	-6	0	11	-0.6	3	-25
Cc1ccc(NC(=O)c2sc(N)nc2C)cc1	-70	-12	-41	7	1	-52	4.9	4	-50
COc1ccc(C)cc1-n1nnnc1SCc1nc2ccccc2c(=O)[nH]1	-18	-6	4	-1	-3	18	-0.6	14	7
O=C(c1cncs1)N1CCCC(CNS(=O)(=O)c2cccs2)C1 (stereo unspecified)	3	-7	5	-4	0	12	-0.4	-1	-5
COc1cc(C2CC(=O)Oc3cc(C)c(Br)c(C)c32)cc(OC)c1OC (stereo unspecified)	·	9	-1	3	0	13	2.1	19	4
Fc1ccc2[nH]c3c(N4CCN(c5ccccc5)CC4)ncnc3c2c1	27	-6	-11	1	0	44	0.8	-3	-21
COc1ccccc1NC(=O)c1sc2nc(Cc3ccccc3)cc(C(F)(F)F)c2c1N	6	26	4	-4	-3	-5	0.9	-14	4
CC1(C)N=C(N)N=C(N)N1c1ccc(F)cc1F	-5	3	4	0	-1	1	-1.4	-10	4
Cc1ccc(NC=C(S(=O)(=O)c2ccccc2)S(=O)(=O)c2ccccc2)cc1	10	-8	0	0	-1	4	-0.7	28	-26
COc1ccc(NC(=O)CN2C(=O)NC(C)(c3ccc(C)cc3)C2=O)c([N+](=O)[O-])c1 (stereo unspecified)	-8	-3	-20	-5	-1	15	0.7	-25	7
Cc1cccc(OCCOc2ccccc2C=C(C#N)C#N)c1	·	-15	-23	-6	·	·	·	32	·
COc1ccc(C(CNC(=O)COc2ccc(Cl)cc2C)N2CCCCC2)cc1 (stereo unspecified)	29	3	17	-7	-2	27	-0.4	10	2
O=S(=O)(/N=C(/NS(=O)(=O)c1ccccc1)c1ccccc1)c1ccccc1	-11	2	2	2	0	7	-1.2	-3	9
CC(NC(=O)COC(=O)c1ccccc1SCC(=O)N1CCCC1)c1ccccc1 (stereo unspecified)	2	-6	-5	9	-2	-7	1.2	2	-15
C/C(Cn1nc([N+](=O)[O-])cc1C)=N\NC(=O)COc1ccccc1[N+](=O)[O-]	2	-9	31	3	0	-10	-0.8	4	-13

# (continued)
Compound	Jurkat NFkB inh	EBI2 block	Gli-Sufu antag	CXCR6 inh	UPR XBP1 act	Mdm2 MdmX PPI	CHOP UPR activ	CCR6 antag	697 NFkB inh
Cc1ccc(/C=C/C(=O)N2CCN(S(=O)(=O)c3c(C)c(C)cc(C)c3C)CC2)o1	2	50*	2	9	7	21	32	5	18
O=C1NC(=O)C(c2ccccc2)(C2CCCC2)N1 (stereo unspecified)	·	0	6	-4	·	·	·	12	·
C#CCOCCOCCOCCNc1nc(N2CCN(C(=O)[C@H](Cc3cc4ccccc4[nH]3)n3cc([C@@H](N)CC(C)C)nn3)CC2)nc(N2CCN(C(=O)[C@H](Cc3cc4ccccc4[nH]3)n3cc([C@@H](N)CC(C)C)nn3)CC2)n1	-5	-2	-1	11	0	4	-0.5	-7	-8
CCc1c(C)nc2ncnn2c1N1CCC(C(=O)N2CCN(c3ccc(F)cc3)CC2)CC1	5	2	3	14	0	8	-1.1	-14	6
CN(C)S(=O)(=O)c1ccc(/C(O)=C2/C(=O)C(=O)N(Cc3cccnc3)C2c2cccs2)cc1 (stereo unspecified)	-14	6	-2	7	0	3	-0.3	1	6

# Limited to CHOP UPR activ, Gli-Sufu antag and Jurkat NFkB inh (two entries from above):
SMILES | CHOP UPR activ | Gli-Sufu antag | Jurkat NFkB inh
CCOC(=O)C1CCN(Cc2cc(C(C)C)c(O)c(C(C)C)c2)CC1 | 2.6 | 16 | 17
Cc1oc2c(C)c3oc(=O)c(CCC(=O)NCCCN4CCCC4=O)c(C)c3cc2c1C | 0.7 | -3 | 11

# Quoted from the listing.
# 697 NFkB inh result of `CCc1c(C)nc2ncnn2c1N1CCC(C(=O)N2CCN(c3ccc(F)cc3)CC2)CC1` : 6
# CXCR6 inh result of `CN(C)S(=O)(=O)c1ccc(/C(O)=C2/C(=O)C(=O)N(Cc3cccnc3)C2c2cccs2)cc1` (stereo unspecified) : 7

# From PubChem
